# Bioassay records deposited in PubChem BioAssay by National Center for Advancing Translational Sciences (NCATS).
# EPAC1 antagonist – qHTS for Antagonist of cAMP-regulated guanine nucleotide exchange factor 3 (EPAC1): primary screen | Rap guanine nucleotide exchange factor 3 (Homo sapiens), O95398 | EPAC1 GEF assay, Rap1b-BODIPY-GDP exchange fluorescence | Potency, µM (doses to about 115 µM), inactives show at the highest dose activity change, negative = inhibition, most hits filed as inhibitors | actives 0.14% (n = 360,000) | AID 720709, 2013;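 note: potency is the fitted concentration of half-maximal effect; plate controls were vehicle for no effect and positive control for full effect; nearly all actives have a fitted effect of over 50% in size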
# GLP1R cytotox – qHTS of GLP-1 Receptor Inverse Agonists: Cytotox Screen; HEK293 cAMP-luciferase reporter cells, luminescence, 24 h; actives 0.13% (n = 410,000); Potency, µM (highest dose often 38.3 µM), inactives show at the highest dose activity change, negative = inhibition, usual class: inhibitors;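 note: loss of luciferase light is scored as toxicity; potency is the fitted concentration of half-maximal effect; % is set by controls: 0 for no effect and ±100 for the full control effect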
#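 To flag toxic compounds, the library was rerun on cells for 24 hr at 37 deg C and 5% CO2. Viability-linked luminescence was captured 12 min after adding luciferase detection reagent.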
# PTHR1 agonist – qHTS for PTHR1 Agonists: Primary Screen. Potency, µM (doses to about 115 µM), inactives show at the top dose activation, actives largely listed as activators. HEK293 GP2 PTHR1 cells, GloSensor cAMP luminescence, 1 h. actives 0.075% (n = 410,000). AID 743266, 2014; note: potency is the fitted concentration of half-maximal effect; nearly all actives have a fitted effect of over 55% in size; some results filed as inactive show a strong effect at the top dose; inactives centre near -15; many of its hits are not listed in these tables
# Target sequence (Q03431 whole entry, looked up): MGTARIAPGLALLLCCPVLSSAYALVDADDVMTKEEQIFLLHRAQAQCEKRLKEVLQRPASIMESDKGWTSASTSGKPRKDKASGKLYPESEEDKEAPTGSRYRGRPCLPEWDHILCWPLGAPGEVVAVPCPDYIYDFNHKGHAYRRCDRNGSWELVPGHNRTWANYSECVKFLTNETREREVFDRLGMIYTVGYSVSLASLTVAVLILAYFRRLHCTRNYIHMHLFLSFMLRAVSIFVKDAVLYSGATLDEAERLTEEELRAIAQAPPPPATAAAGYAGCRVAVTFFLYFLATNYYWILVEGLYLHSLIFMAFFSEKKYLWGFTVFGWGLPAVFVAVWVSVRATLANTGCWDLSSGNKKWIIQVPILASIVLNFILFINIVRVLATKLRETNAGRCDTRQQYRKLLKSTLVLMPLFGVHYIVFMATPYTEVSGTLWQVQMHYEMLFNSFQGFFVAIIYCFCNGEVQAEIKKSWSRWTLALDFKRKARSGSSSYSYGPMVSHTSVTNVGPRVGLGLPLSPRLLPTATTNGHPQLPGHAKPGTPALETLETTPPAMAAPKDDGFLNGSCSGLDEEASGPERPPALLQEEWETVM
#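 HEK-293-derived GP2 cells expressing PTHR1 and a GloSensor cAMP reporter, 3,000/well, plated overnight, given luciferin plus IBMX (each 0.5 mM as added) for 1 h at 37 °C, then compound for 1 h at 37 °C. Luminescence was read after 15 min at room temperature.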
# GLP1R inv ag – qHTS of GLP-1 Receptor Inverse Agonists (Inhibition Mode); Glucagon-like peptide 1 receptor (Homo sapiens), P43220; Potency, µM (doses to about 38.3 µM), for the others: at the top dose activity change, negative = inhibition, most hits filed as inhibitors; actives 1.6% (n = 410,000); HEK293 GLP-1R CRE-luciferase, luminescence, 24 h; GLP-1R form is constitutively active; AID 624417, 2012; note: potency is the fitted concentration of half-maximal effect; % is set by controls: 0 for no effect and ±100 for the full control effect; nearly all actives have a fitted effect of over 55% in size
#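 Inverse agonism was detected as reduced cAMP-driven luciferase luminescence after 24 h compound treatment. The cells were HEK293 clones expressing constitutively active human GLP-1R with the reporter. Reporter-only and GPR119 cell lines served as counterscreen controls.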
# IL2 activator – qHTS of IL-2 Activators | IL-2 activation reporter assay, cell-based qHTS; stimulated with anti-CD3/CD4/CD28 beads; in transgenic mouse T cells | activation, % (series mostly up to about 46 µM) | actives 0.065% (n = 360,000); in the data active = activation above about 50%; inconclusive = mostly about 30% to 49%; note: 0% is about no effect
#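 Using fluorescent plate cytometry, EGFP and DsRed are detected in transgenic mouse T cells stimulated 18 h at 37 degrees C with antibody-coated beads after 60 min compound pretreatment.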
# PLK1 PBD inh – qHTS for Inhibitors of PLK1-PDB (polo-like kinase 1 - polo-box domain): Primary Screen; Serine/threonine-protein kinase PLK1 (Homo sapiens), P53350; Plk1 PBD binding of FITC phosphopeptide, fluorescence polarization; Potency, µM, for inactives: max response, negative = inhibition, most hits filed as inhibitors; actives 2.8% (n = 360,000); note: potency is the fitted concentration of half-maximal effect; series mostly up to about 57 µM; % is set by controls: 0 for no effect and ±100 for the full control effect; nearly all actives have a fitted effect of over 65% in size
# EPAC1 agonist – qHTS for Agonist of cAMP-regulated guanine nucleotide exchange factor 3 (EPAC1): primary screen | EPAC1 agonist qHTS, biochemical assay; response scale: 100% = response to 6.5 mM cAMP | Potency, µM (highest dose often 154 µM), inactives show top-dose activation, actives largely listed as activators | actives 0.073% (n = 360,000) | AID 720707, 2013; note: potency is the fitted concentration of half-maximal effect; nearly all actives have a fitted effect of over 60% in size
#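 Nucleotide exchange assay: 100 nM EPAC1 with 250 nM Rap1B loaded with BODIPY-GDP and 50 uM GDP, room temperature. Fluorescence (480/540 nm) read every 5 min for 30 min; signal change normalized to 6.5 mM cAMP as full agonist.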
# PI5P4K alpha inh – qHTS for Inhibitors of phosphatidylinositol 5-phosphate 4-kinase (PI5P4K). Phosphatidylinositol 5-phosphate 4-kinase type-2 alpha (Homo sapiens), P48426. actives 1.2% (n = 330,000). PI5P4Kalpha enzyme, ADP-Glo luminescence, 60 min; active compounds read low. max response, %. AID 652105, 2013; active = max response of -50% or lower; inconclusive = between -30% and -50%; inactive = -30% or higher; note: value at the top dose of about 77 µM; % is set by controls: 0 for no effect and ±100 for the full control effect
# Target sequence (P48426 whole entry, looked up): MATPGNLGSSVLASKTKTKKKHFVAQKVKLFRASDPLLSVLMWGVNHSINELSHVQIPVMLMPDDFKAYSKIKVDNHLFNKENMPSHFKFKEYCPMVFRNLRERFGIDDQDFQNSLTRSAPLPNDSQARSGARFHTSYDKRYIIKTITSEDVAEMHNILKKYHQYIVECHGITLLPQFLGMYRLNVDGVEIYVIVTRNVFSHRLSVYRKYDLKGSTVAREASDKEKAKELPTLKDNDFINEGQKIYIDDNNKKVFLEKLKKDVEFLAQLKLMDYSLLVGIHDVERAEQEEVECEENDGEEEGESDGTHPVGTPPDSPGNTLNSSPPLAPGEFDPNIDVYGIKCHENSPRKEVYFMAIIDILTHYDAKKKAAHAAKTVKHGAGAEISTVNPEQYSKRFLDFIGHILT
#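 Reactions run in 0.038 M HEPES pH 7.4, 0.28 mM EGTA, 0.1% CHAPS and 5% DMSO, with PI5P4Kalpha, substrate, compound and 5 microM ATP final, one hour at room temperature. Readout is ADP-Glo luminescence.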
# GLP-1R agonist – qHTS of GLP-1 Receptor Agonists; HEK293 GLP-1R CRE-luciferase, luminescence, 4-6 h; cells express a hypersensitive GLP-1R form; AID 624172, 2012; actives 0.007% (n = 380,000); Potency, µM (titrated, usually from 45.6 µM), for the others: at the top dose activation, hits mostly activators; note: potency is the fitted concentration of half-maximal effect; % of control where 0% means no effect
# The depositor's hits bear a star; i = inactive; ? = inconclusive; . = no result given; [ ] = dose if it differs, or a comment. Unless noted, calls come from the whole dose curve; as a rule, active = well fitted curve in the direction sought with a large enough effect; inconclusive = small, poorly fitted or top-dose-only effect, or another doubt; inactive = no such curve, though single readings can be large; an effect the other way counts as inactive or inconclusive. Some of the compounds tested, so the mix of outcomes need not match the whole.
structure,PI5P4K alpha inh,GLP-1R agonist,GLP1R cytotox,EPAC1 antagonist,PTHR1 agonist,IL2 activator,GLP1R inv ag,PLK1 PBD inh,EPAC1 agonist
COCCN(Cc1cc2cccc(C)c2n2nnnc12)C(=O)C(F)(F)F,.,-9%,1%,2%,-12%[57.5 µM],0.4,0%,-5%,-11%
CCc1ccc(NC(=O)CCCn2nc(CC)n3c(cc4occc43)c2=O)cc1,0,10%,1%,-2%,-10%,-0.9,0%,-4%,13%
CC1(Cc2c(Cl)cccc2Cl)C(=O)Nc2cc(-c3ccccc3Cl)ccc21 (stereo not drawn),-6,-5%,-8%,-3%,i,2.0,?,-9%,11%
O=C(c1cc(F)ccc1F)C1CCCN(C(=O)CCCN2CCCCC2=O)C1 (stereo not drawn),0,7%,-1%,-16%,i,-2.9,2%,-6%,0%
COc1ccc2nc(NC(=O)Cc3cccs3)sc2c1,-25,16%,4%,1%,-26%[57.5 µM],-0.2,-22%,-7%,-5%
C/C(=N\N=C(N)N)c1cc(Cl)ccc1Cl,0,5%,1%,1%,i,4.1,?,-6%,1%
CCCCn1c(=O)c(CCC(=O)OCC(=O)Nc2cccc3ccccc23)nc2ccccc21,-5,8%,1%,-28%,i,-3.4,20%,-7%,-4%
NS(=O)(=O)c1cccc(NC(=O)COC(=O)CC2CC3CCC2C3)c1 (stereo not drawn),-3,12%,2%,8%,i,-0.1,10%,3%,-3%
O=C(CN(Cc1ccccc1)C(=O)c1cc2c(s1)CCC2)NCc1cccs1,.,6%,12%,-13%,-7%[57.5 µM],0.6,?,0%,10%
CCCCOc1cccc(/C=C(\C#N)C(=O)NC2CC2)c1,-2,0%,0%,-3%,-77%[inhibitor],-3.7,-39%,-10%,5%
CCOc1ccccc1CN(CCc1ccc2c(c1)OCO2)Cc1cccc(OC)c1OC,.,1%,-18%,.,-42%,.,?,.,.
CCOC(=O)C1CCN(S(=O)(=O)c2cn(C)c(C)n2)CC1,3,-1%,-12%,-1%,i,-0.5,-12%,-2%,-4%
Cc1cc(C(F)F)n2ncc(C(=O)NCc3ccccc3C(F)(F)F)c2n1,-13,?,-10%,8%,-9%[57.5 µM],-0.5,44%[activator],-9%,-5%
O=C(CN(CCCN1CCOCC1)C(=O)Cn1nnc(-c2ccc(F)cc2)n1)NC1CCCCC1,.,8%,3%,30%,i,-1.5,-5%,-3%,3%
Cc1cc(C)nc(/N=C(\N)Nc2ccc(OCc3ccccc3)cc2)n1,1,6%,-27%,-15%,-15%,-0.6,?,-17%,3%
C[C@@H]1CN([C@@H](C)CO)S(=O)(=O)c2ccc(-c3ccccc3)cc2O[C@@H]1CN(C)Cc1ccccc1C(=O)O,-2,4%,10%,7%,-17%,-1.9,18%,1%,-9%
S=c1[nH]nc(-c2ccc3c(c2)OCO3)n1-c1ccccc1,-18,-2%,-11%,1%,-13%,0.7,0%,-16%,5%
CC(=O)c1cccc(NC(=O)c2cccc3c(-c4cnn(C)c4)coc23)c1,7,2%,3%,-21%,i,-0.6,18%,-5%,11%
O=C(NCCOC(=O)c1ccccc1C(=O)OCCNC(=O)c1cccnc1)c1cccnc1,.,-5%,-8%,-8%,i,-0.1,0%,-6%,15%
Cc1cc2c(cc1S(=O)(=O)N(C)Cc1ccccc1)n(C)c(=O)c(=O)n2C,0,4%,4%,-1%,i,-1.2,-13%,-2%,-5%
COc1ccc2[nH]c(=O)c(C(c3nnnn3C3CCCC3)N3CCN(Cc4ccc5c(c4)OCO5)CC3)cc2c1 (stereo not drawn),.,-3%,-18%,3%,2%[57.5 µM],-0.8,22%,1%,-13%
CCCc1nc2ccccc2n1CCc1ccccc1,7,10%,-10%,6%,i,7.4,10µM*,-1%,3%
CCc1ccccc1NC(=O)C(C#N)Cc1cccnc1 (stereo not drawn),.,-13%,1%,11%,i,-0.9,0%,-5%,3%
COc1ccc(C2CC2/C(=N/O)c2ccccn2)cc1 (stereo not drawn),0,11%,-12%,14%,i,-4.1,0%,3%,-1%
CCO[C@H]1OC(C(=O)N2CCCCCCC2)=C[C@@H](C)[C@@H]1CCCO,-4,3%,5%,-7%,i,0.2,9%,-1%,-12%
CCc1ccc(C(=O)NN(C(=O)c2ccc(CC)cc2)C(C)(C)C)cc1,3,-16%,-24%,-9%,-12%,-0.3,?,0%,-7%
COc1ccc(S(=O)(=O)NCCc2sc(-c3cccnc3)nc2C)c(F)c1,.,9%,-4%,.,i,.,9%,.,.
CN1CCCN(C(=O)CSc2ccccc2)CC1,-1,3%,-17%,-21%,-21%,-0.5,5%,-11%,-5%
O=C(NNC(=O)c1ccccc1F)c1ccc2nc[nH]c2c1,-7,-4%,-4%,5%,5%,0.8,-16%,5%,-1%
CCSc1nc(-c2ccc(OC)cc2)cc(-c2ccccc2)c1C#N,.,-14%,1%,-3%,-8%[57.5 µM],-1.3,-13%,1%,0%

# 3 compounds already listed, sorted by the number in PI5P4K alpha inh, largest number first:
SMILES	PI5P4K alpha inh
CCc1ccc(NC(=O)CCCn2nc(CC)n3c(cc4occc43)c2=O)cc1	0
CN1CCCN(C(=O)CSc2ccccc2)CC1	-1
C[C@@H]1CN([C@@H](C)CO)S(=O)(=O)c2ccc(-c3ccccc3)cc2O[C@@H]1CN(C)Cc1ccccc1C(=O)O	-2

# Additional entries
structure,PI5P4K alpha inh,GLP-1R agonist,GLP1R cytotox,EPAC1 antagonist,PTHR1 agonist,IL2 activator,GLP1R inv ag,PLK1 PBD inh,EPAC1 agonist
CN(C(=O)c1cccc(NC(=O)Cc2cccc(NC(=O)C3CCCN(C(=O)C4CCC4)C3)c2)c1)C1CC1 (stereo not drawn),2,-2%,3%,-11%,i,-0.3,3%,0%,7%
CCC1CCCCN1CCCNC(=O)c1cn(C)c2ccc(S(=O)(=O)N3CCOCC3)cc2c1=O (stereo not drawn),0,7%,-4%,1%,-18%,-2.6,-2%,-9%,-6%
COc1ccc(/C=C/C(=O)NCC(=O)N/N=C(\C)Cc2ccccc2)cc1,0,2%,2%,3%,-28%,-0.2,6%,-1%,-7%
O=C(c1ccccc1)c1ccc[nH]1,-4,5%,6%,8%,i,0.3,35%[activator],-10%,-6%
Cc1ccc(CCNC(=O)C2CC(c3cc(C(F)(F)F)cc(C(F)(F)F)c3)=NO2)cc1 (stereo not drawn),12,13%,-24%,-23%,-26%,-0.5,3%,-4%,1%
O=C(CNC(=O)c1ccc(Br)o1)NNC(=O)c1ccc(Br)cc1,-4,0%,35%,39%[activator],13%,0.9,11%,2%,-11%
S=c1[nH]ncn1/N=C/c1ccccn1,.,-9%,4%,10%,i,-2.3,5%,-8%,4%
CCOC(=O)CNC(=O)CN1C(=O)CCS(=O)(=O)c2ccccc21,-10,0%,-6%,4%,14%[57.5 µM],-0.5,2%,-2%,10%
COc1ccc(OCC(Cn2cnc3ccccc32)OC(C)=O)cc1 (stereo not drawn),3,6%,3%,-14%,-29%,-2.0,-18%,-1%,-2%
Cc1ccc(C)c(NC(=O)/C(C#N)=C/c2ccc[nH]2)c1,-1,16%,-8%,-20%,-5%,-3.1,-17%,1%,-1%
Cc1cccc(C(=O)NCC(=O)OCC(=O)NC2CCCCCCC2)c1,0,0%,-3%,10%,i,1.2,20%,-1%,-4%
COc1ccc(Cc2nc3c([nH]2)c(=O)n(C)c(=O)n3C)cc1OC,4,24%,5%,15%,i,-0.9,85%[activator],-8%,1%
COc1ccccc1C(C)NCC(=O)Nc1ccccc1C(F)(F)F (stereo not drawn),5,21%,-8%,-12%,i,-0.1,?,-1%,-6%
N/C(CSc1ccc(Cl)cc1)=N\NC(=O)c1ccncc1,2,7%,4%,9%,i,-3.6,-16%,-9%,-1%
O=C(Nc1ccc2c(c1)OCO2)C1CCN(C(=O)c2ccc([N+](=O)[O-])cc2)CC1,-7,-6%,-11%,-9%,-11%,1.4,-16%,-4%,-6%
COc1ccc(/C=C/C(=O)OCC(=O)Nc2cccc(C(C)=O)c2)cc1,1,-2%,-7%,12%,-12%,-0.6,8%,-4%,5%
CC(C)CNc1nc2c(c(=O)n(C)c(=O)n2C)n1Cc1cccc(Br)c1,0,8%,-3%,-18%,-6%,-0.9,?,-11%,-4%
O=C1c2ccccc2NC(c2ccccn2)N1c1ccc(Cl)cc1 (stereo not drawn),-6,5%,0%,-4%,-3%[57.5 µM],-0.1,-27%,-2%,4%
O=C1C(c2ccc(F)cc2)N(CC2COc3ccccc3O2)C(=O)CN1C1CCCCC1 (stereo not drawn),.,-6%,-9%,3%,-4%[57.5 µM],-2.2,0%,-6%,8%
C=CCNC(=O)CN(c1cc(Cl)ccc1OC)S(=O)(=O)c1ccc(C)c([N+](=O)[O-])c1,0,12%,2%,7%,-13%,-2.6,7%,-9%,-5%
CCOC(=O)CS(=O)(=O)CC(=O)Nc1ccc([N+](=O)[O-])cc1OC,5,4%,17%,0%,2%,1.6,7%,-19%,-2%
CNC(=S)N1CCN(CCNC2=CC(=O)CC(C)(C)C2)CC1,1,-4%,3%,0%,i,0.0,9%,-9%,2%
O=C(NC1CCCCC1)c1cc(Cl)nc2ccccc12,-6,-5%,0%,18%,i,0.7,-14%,-9%,6%
CC(=O)c1cc(CN2CCN(CCC(C)C)C(CCO)C2)cs1 (stereo not drawn),-7,1%,1%,4%,-5%,-0.4,?,21µM*,-3%
